Assay outcomes (PubChem BioAssay)
OXTR ag: agonists of human oxytocin receptor; P30559; CHO-OTR cells, Fluo-8 calcium fluorescence; normalized: DMSO 0%, oxytocin 100%; activation, % at 3 µM; 0.32% of 320,000 active; AID 2435;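 active means activation above the mean of all tested compounds plus 3 SD, cutoff set per screening run, cut at about 20% in these data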;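 further: peak over basal fluorescence ratio from a 100 s FLIPR kinetic read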
Target sequence (P30559 whole entry, looked up): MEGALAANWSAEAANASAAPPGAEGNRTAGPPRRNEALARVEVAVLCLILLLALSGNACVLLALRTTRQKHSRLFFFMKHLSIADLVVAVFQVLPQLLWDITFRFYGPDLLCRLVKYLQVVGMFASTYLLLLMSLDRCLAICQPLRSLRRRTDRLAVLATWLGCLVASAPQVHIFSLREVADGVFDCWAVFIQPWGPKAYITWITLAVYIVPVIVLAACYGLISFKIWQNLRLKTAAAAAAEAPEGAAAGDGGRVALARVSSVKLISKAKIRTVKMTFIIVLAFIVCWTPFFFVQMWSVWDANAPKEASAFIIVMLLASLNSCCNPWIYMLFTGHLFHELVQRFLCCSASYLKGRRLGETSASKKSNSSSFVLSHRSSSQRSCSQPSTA
M18AAP inhibitor: blocks P. falciparum M18 aspartyl aminopeptidase; recombinant PfM18AAP, H-Glu-NHMec fluorogenic cleavage; inhibition, % at 7.35 µM; 1.2% of 290,000 active; AID 1822;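 active means inhibition above the campaign mean inhibition over all tested compounds plus 3 SD, cut at about 28% in these data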;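 further: 0% = plate median of test compound wells and 100% = 2 mM ZnCl2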
NALP1 inh: NALP1 inhibition; S. cerevisiae NALP1/ASC/caspase-1 growth, X-gal OD620, 72 h; inhibition, % at 10 µM; 0.61% of 280,000 active; AID 2071; in the data active means inhibition mostly above about 24%, no sharp cut-off; inactive means mostly below about 32%; further: some compounds called inactive have numbers as strong as hits
MEKK2wt PB1 HTS: raises or lowers MEK5 binding to wildtype human MEKK2 PB1 domain; binding response (% of control), % at 10 µM; bead flow cytometry, Alexa488-MEK5 binding to MEKK2 WT; actives lie on both sides; AID 1531; 1.1% of 290,000 active; Q9Y2U5; in the data active means binding response below about 67% or above about 130%
MEKK3 PB1 HTS: raises or lowers MEK5 binding to the human MEKK3 PB1 domain. 1.4% of 290,000 active. Q99759. AID 1529. binding response (% of control), % at 10 µM. bead-based flow cytometry, Alexa488-MEK5 binding to MEKK3; actives lie on both sides; 0 = blocked by unlabeled MEK5, 100 = vehicle;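 active means binding response more than 3 SD above or below the average of its plate-row segment, actives on both sides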;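 further: Alexa488 bead fluorescence after subtracting the streptavidin-only scavenger bead signal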
MEKK2 mut-MEK5: signal of MEK5 binding to mutant human MEKK2 PB1 domain. bead flow cytometry, Alexa488-MEK5 binding to MEKK2 mutant. percent response, % at 10 µM. 0.35% of 290,000 active. AID 1530; in the data active means percent response above about 24%, passing the limit was not always enough; further: inactives centre near 1; some results filed as inactive read as strong as hits; reference of the scale not given here
FID counter: displaces DNA intercalator in HCV helicase counter-screen; DNA fluorescent intercalator displacement, fluorescence; inhibition, % at 7.9 µM; 0.17% of 290,000 active; AID 1845; in the data active means inhibition above about 37%;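 further: 0% = vehicle and 100% = reference compound; higher means more ethidium bromide displaced from hairpin DNA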
PHOSPHO1 block: inhibitors of human PHOSPHO1 phosphatase; recombinant PHOSPHO1, absorbance phosphatase assay; inhibition, % at 13.3 µM; 1.1% of 290,000 active; AID 1565; in the data active means inhibition above about 60%
Target sequence (Q8TCT1 whole entry, looked up): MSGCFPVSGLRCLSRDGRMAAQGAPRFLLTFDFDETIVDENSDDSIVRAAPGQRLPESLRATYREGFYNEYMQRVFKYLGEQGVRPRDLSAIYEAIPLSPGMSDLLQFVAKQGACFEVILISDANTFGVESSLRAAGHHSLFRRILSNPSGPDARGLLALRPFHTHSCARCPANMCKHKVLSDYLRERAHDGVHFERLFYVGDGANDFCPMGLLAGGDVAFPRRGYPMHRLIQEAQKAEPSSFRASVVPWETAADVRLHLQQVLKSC
GPR7 antagonist: blocks human GPR7 receptor signaling; GPR7-expressing cells, fluorescence antagonist assay; inhibition, % at 4.4 µM; 1.1% of 290,000 active; in the data active means inhibition above about 16%, passing the limit was not always enough;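 further: cells stimulated with the agonist NPW; 0% = agonist with vehicle and 100% = vehicle without agonist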
Target sequence (P48145 whole entry, looked up): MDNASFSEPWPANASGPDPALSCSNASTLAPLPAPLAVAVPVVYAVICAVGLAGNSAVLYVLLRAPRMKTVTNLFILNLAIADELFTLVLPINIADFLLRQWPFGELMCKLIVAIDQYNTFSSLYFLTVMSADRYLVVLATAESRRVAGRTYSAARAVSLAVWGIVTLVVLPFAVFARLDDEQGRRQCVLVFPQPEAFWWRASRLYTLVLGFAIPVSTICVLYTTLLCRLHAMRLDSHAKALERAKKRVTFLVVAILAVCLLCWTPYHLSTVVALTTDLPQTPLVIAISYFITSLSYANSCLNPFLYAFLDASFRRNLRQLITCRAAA
Numbers without * were called inactive; · = not tested or not shown; [ ] = another dose, or the depositor's remark.

Every second line gives: OXTR ag, M18AAP inhibitor, NALP1 inh, MEKK2wt PB1 HTS, MEKK3 PB1 HTS, MEKK2 mut-MEK5, FID counter, PHOSPHO1 block, GPR7 antagonist
O=C(COc1ccccc1Cl)Nc1ccc(S(=O)(=O)N2CCOCC2)cc1
 : 5.4, -5, 5, 93, 100, -6, -25, 18, -2
COc1ccc(C[C@@H]2CN3C(=NC[C@@H]3Cc3ccc(O)cc3)N2C[C@H](C)NC(=O)CCC2CCCCC2)cc1
 : 0.0, ·, 5, 135*, 1.0*[inhibitor], 9, ·, 13, ·
CC1=C(C(=O)Nc2ccc(C(=O)N3CCN(c4cccc(Cl)c4)CC3)cc2)SCCO1
 : 4.8, -1, 14, 100, 98, 0, -62, 15, 0
COc1ccc(S(=O)(=O)N2CCC(C(=O)N[C@@H](C)C(=O)NCc3ccccc3OC)CC2)cc1
 : 0.7, -1, 12, 105, 102, 4, -47, 10, 2
O=C(NNC(=O)c1cc2ccccc2cc1O)Nc1ccccc1F
 : 2.9, 12, 0, 105, 99, 8, -9, 24, -14
Cc1cccc(-c2cnn(-c3cccc([N+](=O)[O-])c3)c2N)c1
 : -1.8, -10, 10, 105, 112, 3, 5, 37, 8
Nc1nnc(CC(=O)N/N=C/c2ccc(-c3ccc(Cl)cc3Cl)o2)s1
 : -0.4, 1, ·, 90, 89, -17, -15, 6, -8
CCOC(=O)C1=C(C)N=C2SC(C(=O)OC)=CC(=O)N2C1c1cc(OC)c(OC)c(OC)c1 (stereo unspecified)
 : 0.9, 2, 19, 103, 101, -14, -49, 30, 15
COc1ccccc1OCc1ccc(C(=O)n2nc(C)c(Cl)c2C)o1
 : -0.2, 11, 3, 102, 104, 2, -1, 27, -15
NC(=O)Nc1ccc(Oc2ncc(C(F)(F)F)cc2Cl)cc1
 : -0.4, -15, -3, 86, 91, -26, -6, 36, -5

Four entries from above, set out differently:
Structure: Nc1nnc(CC(=O)N/N=C/c2ccc(-c3ccc(Cl)cc3Cl)o2)s1
- OXTR ag: -0.4
- M18AAP inhibitor: 1
- NALP1 inh: ·
- MEKK2wt PB1 HTS: 90
- MEKK3 PB1 HTS: 89
- MEKK2 mut-MEK5: -17
- FID counter: -15
- PHOSPHO1 block: 6
- GPR7 antagonist: -8
Structure: CCOC(=O)C1=C(C)N=C2SC(C(=O)OC)=CC(=O)N2C1c1cc(OC)c(OC)c(OC)c1 (stereo unspecified)
- OXTR ag: 0.9
- M18AAP inhibitor: 2
- NALP1 inh: 19
- MEKK2wt PB1 HTS: 103
- MEKK3 PB1 HTS: 101
- MEKK2 mut-MEK5: -14
- FID counter: -49
- PHOSPHO1 block: 30
- GPR7 antagonist: 15
Structure: COc1ccccc1OCc1ccc(C(=O)n2nc(C)c(Cl)c2C)o1
- OXTR ag: -0.2
- M18AAP inhibitor: 11
- NALP1 inh: 3
- MEKK2wt PB1 HTS: 102
- MEKK3 PB1 HTS: 104
- MEKK2 mut-MEK5: 2
- FID counter: -1
- PHOSPHO1 block: 27
- GPR7 antagonist: -15
Structure: NC(=O)Nc1ccc(Oc2ncc(C(F)(F)F)cc2Cl)cc1
- OXTR ag: -0.4
- M18AAP inhibitor: -15
- NALP1 inh: -3
- MEKK2wt PB1 HTS: 86
- MEKK3 PB1 HTS: 91
- MEKK2 mut-MEK5: -26
- FID counter: -6
- PHOSPHO1 block: 36
- GPR7 antagonist: -5

Later entries.
Every second line gives: OXTR ag, M18AAP inhibitor, NALP1 inh, MEKK2wt PB1 HTS, MEKK3 PB1 HTS, MEKK2 mut-MEK5, FID counter, PHOSPHO1 block, GPR7 antagonist
CC(=O)Nc1ccccc1C(=O)N1CC(C)OC(C)C1 (stereo unspecified)
 : -0.3, 4, 20, 107, 104, 5, -7, -38, -15
Cc1ccc(S(=O)(=O)NCCSCc2ccccc2)cc1
 : -0.9, 1, 4, 100, 95, -2, -23, -12, 1
C=C1CCN([C@@H](Cc2ccccc2)C(=O)NCc2ccc(Cl)cc2)S(=O)(=O)c2ccccc21
 : -1.2, ·, ·, 107, 108, 4, ·, ·, ·
c1ccc(Cn2nnc3c(N4CCc5ccccc54)ncnc32)cc1
 : 1.3, 2, -4, 110, 110, 4, 0, -6, 3
NC(=O)CSc1nc2ccccc2n1Cc1ccccc1F
 : 4.1, 4, -13, 107, 105, -1, -22, 11, -5
CCC(=O)N1CC2(CC(c3cccc(NC(=O)CC(c4ccccc4)c4ccccc4)c3)=NO2)C[C@H]1C(N)=O (stereo partly specified)
 : 0.0, ·, ·, 103, 98, 1, ·, 22, ·
Cc1ccccc1NC(=O)c1ccc(CN2CC(=O)N3CCCCC3C2=O)cc1 (stereo unspecified)
 : -0.5, -1, 12, 103, 102, 4, -15, 23, -3
CCN(CC)c1ccc(NS(=O)(=O)c2cn(C)c(=O)n(C)c2=O)c(C)c1
 : -0.1, -11, 20, 99, 100, -2, -9, 25, -8
CCOc1ccc(CCNC(=O)c2cccs2)cc1OCC
 : -0.1, -1, -1, 102, 104, 1, -14, ·, -13
COc1ccc(NC(=O)c2ccccc2NC(=O)c2ccco2)cc1
 : 1.0, -5, 15, 93, 97, -3, -16, 26, -8
CCO/C(C)=N/n1c2nc3ccccc3nc2c2c(=O)n(CC(C)C)c(C)nc21
 : -1.6, -1, 7, 102, 102, 1, -7, 36, 5
COc1ccc(C(=O)Nc2cccnc2)cc1C(=O)Nc1cccnc1
 : -0.1, 10, 21, 89, 84, -6, -6, 4, 8
Cc1ccc(NC(=O)CNc2ccc(OC(C)C)cc2)c(C)c1
 : -1.1, -2, 8, 89, 83, 5, -5, -35, -4
CCN(CC1COc2ccccc2O1)C(=S)Nc1ccc(F)cc1 (stereo unspecified)
 : -0.1, -1, 29, 101, 101, -2, -4, 6, 2
COc1cccc(C(=O)N(Cc2nc(-c3ccc(C)cc3)no2)C(C)C)c1
 : -1.1, -7, 32, 100, 100, 2, -18, -42, -14
CCOc1cc(/C=C(\C#N)C(=O)Nc2ccccc2[N+](=O)[O-])ccc1OCc1cccc2ccccc12
 : ·, -1, 12, 99, 104, -1, -7, 17, -3
CN(C)CCN(C(=O)c1ccc(C(=O)c2ccccc2)cc1)c1nc2cc3c(cc2s1)OCO3
 : 0.3, -6, 21, 140*, 106, 22, 7, 22, 7
COc1ccc(OC(=O)c2cccc(S(=O)(=O)N3CCCC3)c2)cc1
 : 0.8, 3, 10, 109, 106, 7, -20, -11, -15
CCOc1ccccc1C1C(C(N)=O)=C(C)Nc2nc(-c3ccccc3Cl)nn21 (stereo unspecified)
 : -1.2, 0, -3, 99, 101, -1, 1, 11, -10
O=C(CNC(=O)C(c1ccccc1)c1ccccc1)N/N=C/c1cccnc1
 : -1.3, 17, 12, 98, 96, -5, -14, 8, 20*
Cc1cc(C)c(NS(=O)(=O)c2ccc3c(c2)NC(=O)CC(=O)N3)c(C)c1
 : -0.3, 8, 24, 88, 89, -3, -6, -33, -4
CC1CCN(c2nc3ccccn3c(=O)c2C=O)CC1
 : 1.0, -2, -12, 97, 103, -5, -6, 24, 0
Cc1nc(NS(=O)(=O)c2ccc(Br)cc2)c2c3c(sc2n1)CCC3
 : 1.2, -4, 0, 103, 100, 3, -5, -87, -1
Cc1nn(CCc2nn[nH]n2)c2nc(-c3ccc(Br)cc3)cc(C(F)(F)F)c12
 : 8.0, 5, -2, 95, 98, -3, -34, 32, -9
Cc1ccccc1NC(=O)Cc1c(O)c2ccccc2[nH]c1=O
 : -0.6, 0, 14, 101, 104, 4, 5, 20, 2
CCC(CO)NC(=O)c1ccc(-c2nn(C)c(=O)c3ccccc23)cc1 (stereo unspecified)
 : 0.3, -11, -5, 100, 103, 3, -8, 11, -11
O=C1NC(=O)/C(=C/c2ccc(O)cc2)S1
 : 2.7, 1, -2, 107, 108, -2, -10, 28, 2
COc1ccc(-n2nc(C(=O)NCC(=O)N3CCC(C(N)=O)CC3)c3ccccc3c2=O)cc1
 : 0.4, -1, 11, 97, 102, -1, -12, 8, -8
O=C(NCCc1c[nH]c2ccccc12)[C@@H]1C[C@H]1[C@@H](NP(=O)(c1ccccc1)c1ccccc1)c1ccccc1
 : ·, 4, 17, 94, 95, 4, -34, -1, -7
Cc1cccc(N(C)S(=O)(=O)c2cc3c(cc2C)n(C)c(=O)c(=O)n3C)c1
 : -0.3, 5, 14, 99, 99, 0, -32, 23, -8
O=C(CNc1ccc2ccccc2c1)N/N=C/c1ccc(C(=O)O)cc1
 : -0.2, 7, -4, 99, 99, -2, -38, 32, -4
COc1ccc(CCNc2cn[nH]c(=O)c2Cl)cc1OC
 : -0.1, -5, 13, 97, 110, 4, 6, 32, -9
C=CCn1c(SCC(=O)Nc2cccc(C)c2)nnc1-c1cnccn1
 : 0.1, -6, -4, 100, 103, -1, -15, -6, 4
CC(=O)N=c1cccc(NC(C)=O)n1O
 : 0.1, -1, 34, 100, 101, 3, -1, 29, -6
CN(C)CCN(C(=O)c1cccc2ccccc12)c1nc2cc3c(cc2s1)OCO3
 : 0.0, -10, 23, 137*, 111, 23, 21, 23, 7
COc1ccc(OCCCCN(C)Cc2ccccc2)cc1
 : 0.3, 3, 15, 111, 106, 3, 9, 19, -6
COc1ccc(NC(=O)O/N=C/c2ccccc2Cl)cc1
 : -0.3, -6, 3, 109, 105, 3, -11, 20, -7
COc1ccc2c(Cl)c(C(=O)N/N=C/c3cccnc3)sc2c1
 : -0.2, 6, 4, 103, 102, 4, -36, 40, -7
[N-]=[N+]=CC(=O)CC(c1ccccc1)N1C(=O)c2ccccc2C1=O (stereo unspecified)
 : 0.5, 8, -6, ·, ·, ·, -3, 17, 2
CN(C)/C=N/C(=S)Nc1ccccc1Cl
 : 0.6, 2, 7, 99, 100, -1, -2, 41, -5
CCOc1cc(/C=N\NC(=O)c2ccc(NC(=O)C(C)(C)C)cc2)ccc1OC(=O)c1cccc(C)c1
 : -0.3, -8, -8, 107, 104, 3, -11, 9, -12
COc1ccc(C(=O)Nc2ccc(NC(=O)C3CCCCC3)nc2)cc1
 : 0.2, -2, 13, 101, 99, 5, -9, 35, -9
Cn1ncc(Cl)c1C(=O)NCC1CCCO1 (stereo unspecified)
 : 1.1, 3, 7, 95, 98, -7, -6, 42, -8
CCCN1CCN(S(=O)(=O)c2ccc3c(c2)NC(=O)C(C)S3)CC1 (stereo unspecified)
 : 1.4, 1, 14, 98, 100, 0, -6, -1, -2
Clc1ccc(N2CCN(c3nc4nonc4nc3N3CCSCC3)CC2)nc1
 : 0.1, -12, -6, 97, 99, -4, 2, 25, -3
CCc1c(C)nc(SCCOc2ccc(OC)cc2)[nH]c1=O
 : 3.1, 4, -6, 110, 105, 4, -17, -18, -15
CC1CCN(CCCNC(=O)C2CCC(=O)N2C2CCCC2)CC1 (stereo unspecified)
 : -0.2, 5, 23, 108, 106, 6, 2, 22, 2
CN1C(=O)/C(=C/c2ccc(OCc3ccccc3F)cc2)NC1=S
 : 4.8, 1, 9, 100, 102, 0, -2, 5, 13
O=C(COc1cccc2cccnc12)N/N=C/c1ccc(O)cc1
 : -0.6, 7, -7, 93, 101, -4, -15, 32, -4
CC(=O)Nc1nnc(SCC(=O)c2ccc(F)cc2)s1
 : 0.5, -3, -27, 96, 100, -5, 2, -22, 5
